Source: PubChem
S1P1 ag-PAM = S1P1 agonists and agonism potentiators, primary screen, cell-based, primary and confirmation screens, CRE-bla reporter. S1P1 CRE-bla cells, forskolin, beta-lactamase FRET, potentiator mode; S1P1 agonist co-added at EC20, 2 nM; 100% = saturating reference agonist, 0% = basal. Sphingosine 1-phosphate receptor 1 (Homo sapiens), P21453. activation, % at 9.5 µM. 0.57% of 56,000 active;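 active means activation above a cutoff set at the mean activation of all tested compounds plus 3 SD, cut at about 54% in these data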;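 further: forskolin at 4 µM as EC80 and the EC20 agonist is SEW2871; 100% = SEW2871 at its EC100 plus forskolin at EC80; some compounds past the cut are filed as inactive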
Target sequence (P21453 whole entry, looked up): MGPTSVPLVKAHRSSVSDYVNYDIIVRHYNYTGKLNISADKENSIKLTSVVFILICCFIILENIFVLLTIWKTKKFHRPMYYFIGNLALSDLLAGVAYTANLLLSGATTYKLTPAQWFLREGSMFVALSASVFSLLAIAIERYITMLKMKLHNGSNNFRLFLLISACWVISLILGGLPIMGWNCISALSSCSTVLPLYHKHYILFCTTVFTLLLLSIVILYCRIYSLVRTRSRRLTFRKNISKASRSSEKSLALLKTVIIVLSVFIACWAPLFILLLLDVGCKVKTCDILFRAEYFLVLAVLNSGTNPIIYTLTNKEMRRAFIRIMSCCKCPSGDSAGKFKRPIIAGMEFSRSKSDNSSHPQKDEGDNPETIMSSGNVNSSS
HTR1E antagonist = 5-HT1E receptor antagonists, primary screen, cell-based, HTS | 0.99% of 65,000 active | inhibition, % at 6 µM | 5-hydroxytryptamine receptor 1E (Homo sapiens), P28566 | AID 571, 2007 | CHO 5-HT1E Ga15 NFAT-bla reporter, FRET, antagonist;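 active means inhibition above a set limit, the mean inhibition across every tested compound plus 3 SD, cut at about 29% in these data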;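 further: signal is the 460 over 535 nm emission ratio of beta-lactamase substrate; 0% = agonist plus DMSO wells and 100% = wells without agonist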
Target sequence (P28566 whole entry, looked up): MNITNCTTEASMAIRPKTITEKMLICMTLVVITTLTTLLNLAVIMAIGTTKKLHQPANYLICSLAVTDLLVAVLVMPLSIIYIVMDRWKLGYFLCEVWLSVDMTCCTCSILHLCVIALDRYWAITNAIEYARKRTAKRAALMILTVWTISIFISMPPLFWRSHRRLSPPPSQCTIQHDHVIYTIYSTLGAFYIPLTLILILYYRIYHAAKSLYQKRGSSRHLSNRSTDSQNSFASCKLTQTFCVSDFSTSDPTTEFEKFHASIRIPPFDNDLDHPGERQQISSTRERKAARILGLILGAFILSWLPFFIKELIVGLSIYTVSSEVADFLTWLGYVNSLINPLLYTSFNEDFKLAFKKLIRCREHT
S1P3 ag = human S1P3 receptor agonists, primary screen, cell-based, primary and confirmation, NFAT-BLA reporter. activation, % at 4.5 µM. Sphingosine 1-phosphate receptor 3 (Homo sapiens), Q99500. S1P3 NFAT-BLA reporter cells, agonism, FRET ratio; relative to 1 µM S1P, basal subtracted. 0.1% of 60,000 active;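 active means activation above the screen-wide mean plus 3 SD, cut at about 4.5% in these data, passing the limit was not always enough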; further: some compounds called inactive have numbers as strong as hits
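Benchmarks: high control 1 µM S1P / System: stable CHO line with human S1P3, Gα16, NFAT-BLA reporter / Dosing: single compound concentration, 4.5 µM final / Timing: 4 h compound at 37 °C, 2 h substrate at RT / Measured by: FRET β-lactamase substrate fluorescence, excitation 405 nm, 460/535 nm emission ratio, background-subtracted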
5-HT1A blocker = human 5-HT1a receptor antagonists, primary screen, cell-based, CHO, Ga15 NFAT-bla reporter. CHO 5-HT1a Ga15 NFAT-bla reporter, antagonist mode. inhibition, % at 10 µM. AID 612, 2007. 0.68% of 62,000 active. 5-hydroxytryptamine receptor 1A (Homo sapiens), P08908;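 active means inhibition above the mean of all tested compounds plus 3 SD, cut at about 43% in these data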;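 further: receptor stimulated by 5-CT agonist at 100 nM near EC80; beta-lactamase reporter measured by ratiometric fluorescence of a cleavable substrate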
HEK293 NFkB inh = inhibitors of PMA/ionomycin-induced NF-kB reporter, primary screen, antigen receptor NF-kB inhibitor project, cell-based, HEK-293 luciferase reporter, luminescence; HEK-293 NF-kB luciferase reporter; inhibition, % at 3 µM; 0.21% of 62,000 active; AID 465, 2006;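 active means inhibition above the mean of all tested compounds plus 3 SD, cut at about 40% in these data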;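 further: 0% = stimulated DMSO wells and 100% = 10 µM reference inhibitor 5653914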
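System: NF-kB luciferase reporter HEK-293 cells | Replication: Single test | Control set: DMSO vs reference inhibitor | Evaluation: % inhibition | Schedule: 1 h pretreatment, 16 h stimulation, 37 °C | Probe or stimulus: PMA with ionomycin | Compound dosing: One dose, 3 µM | Detection: Luciferase luminescence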
Jurkat tox 60K = cytotoxicity toward Jurkat T cells, primary screen, cytotoxicity control, cell-based, Jurkat E6.1, 60K MLSMR library | 1.2% of 56,000 active | Jurkat E6.1 viability, ATP luminescence, 48 h | inhibition, % at 4 µM;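 active means inhibition above the mean inhibition of all tested compounds plus 3 SD, cut at about 28% in these data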
HTR1A agonist = human 5-HT1a receptor agonists, primary screen, cell-based, CHO, Ga15 NFAT-bla reporter. 0.56% of 65,000 active. activation, % at 10 µM. CHO 5-HT1a Ga15 NFAT-bla reporter, FRET ratio; 0% basal, 100% maximal reference agonist;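 active means activation above the screen-wide mean activation plus 3 SD, cut at about 19% in these data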;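 further: 0% = DMSO wells and 100% = 5-CT at EC100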
D1 allo mod = D1 CRE-luciferase signal change, two-sided – cell-based, HEK293 D1, dopamine EC30, D1 allosteric modulator project, primary screen. B-score at 10 µM. D(1A) dopamine receptor (Homo sapiens), P21728. dopamine EC30 potentiation; actives deviate in either direction. 5.9% of 58,000 active;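 active means luminescence count or its row- and column-corrected plate score outside the 99.7% band of the plate's sample wells, on either side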
5HT1E ag = 5-HT1E receptor agonists, primary screen, cell-based, HTS. 5-hydroxytryptamine receptor 1E (Homo sapiens), P28566. CHO 5-HT1E Ga15 NFAT-bla reporter, FRET; 0% DMSO wells, 100% control agonist wells. activation, % at 6 µM. 0.69% of 65,000 active;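 active means activation above a set limit, the screen-wide mean activation plus 3 SD, cut at about 8.5% in these data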;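 further: 100% = positive control agonist at 1 µM giving full maximal response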
The depositor's hits bear a star; / = no result given.

Fields – S1P1 ag-PAM | HTR1E antagonist | S1P3 ag | 5-HT1A blocker | HEK293 NFkB inh | Jurkat tox 60K | HTR1A agonist | D1 allo mod | 5HT1E ag
1. COc1ccc(NC(=O)C2CCCN2C(=O)NC2CCCCC2)cc1OC (stereo not drawn)
  4 | 5 | 9.0 | -12 | 24 | 5 | 2.3 | -1 | -0.1
2. CCC(C(=O)Nc1cnccn1)c1ccccc1 (stereo not drawn)
  -2 | -4 | -0.1 | -3 | 4 | -1 | -2.5 | / | 18*
3. CCOC(=O)N1CCN(C(=O)c2ccc3c(=O)n(CCC4=CCCCC4)c(=S)[nH]c3c2)CC1
  / | -6 | 0.1 | -2 | 19 | -4 | 1.3 | -0.091 | 0.4
4. CCn1c(Cc2cccn2C)nnc1SCC(=O)c1ccc(C)cc1
  -1 | 9 | 1.3 | -6 | 10 | 0 | -0.6 | / | 0.3
5. CC(=O)N[C@@H](CS)C(=O)O
  -9 | -8 | 1.7 | / | / | / | -0.1 | 0.26 | 0.2
6. O=C(NC1CCCC1)c1ccc(Br)s1
  6 | 0 | -1.2 | 3 | 5 | -2 | -1.4 | -0.42 | -1.5
7. Cc1cccc(C)c1NC(=O)C1(N(Cc2ccco2)C(=O)CC2NC(=O)NC2=O)CCCCC1 (stereo not drawn)
  / | -6 | / | 2 | 16 | / | 0.4 | -0.39 | 1.8
8. COc1cc(NC(=O)c2cc3c(=O)n(C)c4ccccc4c3n2C)cc(OC)c1OC
  -27 | 1 | -0.6 | 5 | 27 | 2 | -1.4 | 0.12 | 1.5
9. O=C1CCC(=O)N1OCCOc1ccc2c(c1)CCC2
  4 | -2 | -1.3 | -10 | -5 | 4 | -0.8 | / | -0.1
10. Cc1ccc2cc3cc(C(=O)NCCC(C)C)oc3nc2c1
  21 | 3 | -1.4 | 9 | 2 | -1 | -0.8 | -1.3 | 0.5
11. O=C1CCCc2c1[nH]c1ccccc21
  -12 | 3 | -0.5 | 18 | -3 | -21 | -4.2 | -0.43 | 0.5
12. Cc1ccc(-n2c(C)nc3c(cnn3-c3ccc(F)cc3)c2=O)cc1C
  8 | 7 | -1.8 | -5 | 14 | 6 | -0.3 | 0.75 | 0.0
13. CC(=O)Nc1ccc(OCC(O)Cn2nc(C)nc2C)cc1 (stereo not drawn)
  -26 | -10 | -0.6 | -11 | 13 | -4 | -2.2 | 0.73 | 0.3
14. CCCS(=O)(=O)N1CCC(C(=O)NCCCOCC)CC1
  -37 | -13 | -0.2 | -7 | -1 | 0 | -4.8 | -0.43 | -0.2
15. CCOC(=O)N1CC=C2C(C#N)=C(N)C(C#N)(C#N)[C@H](c3ccc(OCC)c(OCC)c3)[C@H]2C1
  10 | -7 | -0.4 | -9 | 9 | 5 | 2.1 | 0.79 | 0.9
16. CCCCN(C(=O)c1c(C)[nH]c(C(=O)OCC)c1C)c1ccccc1
  2 | -1 | -0.8 | 22 | 2 | 7 | -2.3 | / | -0.9
17. CN(C)c1ccc(C2C3C(=O)NC(=O)C3ON2c2ccc(Cl)cc2)cc1 (stereo not drawn)
  13 | 12 | -1.1 | 5 | 19 | -2 | -0.6 | -0.24 | 0.2
18. Cc1cc(C)n(S(=O)(=O)c2ccc(C(C)(C)C)cc2)n1
  24 | -1 | -0.4 | 12 | 14 | 0 | -0.5 | 0.54 | -0.3
19. COC(=O)c1ccccc1NC(=O)CSc1nccn1C
  / | -3 | / | -3 | -1 | / | 0.9 | 0.19 | -0.9
20. CCOc1ccc(-n2c(Cc3cc(=O)[nH]c(=O)[nH]3)nnc2SC(C)C)cc1
  4 | 10 | -1.8 | 6 | 10 | -15 | 1.2 | / | -1.3
21. CCN(CC(=O)Nc1ccc2c(c1)OCCO2)Cc1cc(=O)oc2cc(C)c(C)cc12
  16 | 3 | -0.1 | 1 | 14 | 1 | 1.9 | / | -0.1
22. COC(=O)CSC1=C(C#N)C(=O)NC2(CCCCC2)S1
  4 | -9 | 0.7 | / | / | / | -1.5 | 0.97 | 0.0
23. N#Cc1cc2c(nc1SCC(O)CS(=O)(=O)Cc1ccccc1)CCCC2 (stereo not drawn)
  -6 | 7 | 0.1 | 2 | 18 | 6 | -2.5 | -3.6* | -0.9
24. CC1CCN(Cc2ccc(NC(=O)C3CCN(c4nnc(-n5cccc5)s4)CC3)cc2)CC1
  -5 | 4 | 5.3 | -5 | 11 | 7 | -6.4 | -2.2 | 1.2
25. O=C(CSc1nnnn1Cc1ccccc1)Nc1ccc2c(c1)OCCO2
  7 | -9 | -0.8 | -18 | 6 | 2 | -2.1 | 1.4 | 0.6
26. Cc1cc(NC(=O)COc2ccccc2)n(-c2ccccc2)n1
  17 | 3 | -0.9 | -10 | 13 | -6 | 1.3 | 0.59 | 0.7
27. COc1ccc(C2(O)CC3CCC(C2)N3c2nc(C)cc(C)c2C#N)cc1 (stereo not drawn)
  -3 | 10 | -0.8 | 8 | 20 | 18 | -0.1 | 0.68 | -0.7
28. Cn1c(C(=O)OC(C(=O)NC2CCCC2)c2ccncc2)cc2sccc21 (stereo not drawn)
  -5 | -6 | 0.2 | 8 | -5 | 3 | 0.2 | 1.6 | -0.9
29. C=CCc1ccccc1OCCn1ccnc1
  -5 | 5 | -0.4 | -5 | 17 | 2 | 0.0 | 4.2* | -0.1
30. Cc1[nH]nc(N=CC2=C(O)CC(c3ccco3)CC2=O)c1-c1ccccc1 (stereo not drawn)
  3 | -2 | -0.8 | 0 | 1 | -1 | 1.6 | 0.34 | 0.3

One compound at a time, as listed above. Screens in order: S1P1 ag-PAM	HTR1E antagonist	S1P3 ag	5-HT1A blocker	HEK293 NFkB inh	Jurkat tox 60K	HTR1A agonist	D1 allo mod	5HT1E ag
Results for COc1ccc(NC(=O)C2CCCN2C(=O)NC2CCCCC2)cc1OC (stereo not drawn) : 4	5	9.0	-12	24	5	2.3	-1	-0.1
Results for O=C(NC1CCCC1)c1ccc(Br)s1 : 6	0	-1.2	3	5	-2	-1.4	-0.42	-1.5

Carrying on:
Fields – S1P1 ag-PAM | HTR1E antagonist | S1P3 ag | 5-HT1A blocker | HEK293 NFkB inh | Jurkat tox 60K | HTR1A agonist | D1 allo mod | 5HT1E ag
31. CCOC(=O)N1CCC(NC(=O)CCC(=O)c2ccccc2)CC1
  13 | -6 | -0.4 | -7 | 20 | -4 | -4.6 | -0.88 | 0.0
32. Cn1c(=O)c2c(nc(Cl)n2Cc2ccncc2)n(C)c1=O
  3 | 10 | -1.2 | 11 | -3 | 6 | -1.1 | 1.2 | 1.1
33. O=C(Cn1cnc2ccccc21)OCC(=O)N1CCCc2ccccc21
  1 | -11 | -1.9 | -1 | 12 | 1 | -2.4 | -0.16 | -0.8
34. COc1ccc(-c2nnc(SC(C)C#N)o2)cc1 (stereo not drawn)
  -14 | -5 | 1.0 | -6 | 3 | -7 | -0.8 | -0.81 | -0.3
35. CC(C)NC(=O)N1CCOCCOCCN(C(=O)NC(C)C)CCOCCOCC1
  13 | -5 | -4.7 | / | / | / | -0.3 | -0.44 | 0.4
36. Cc1oc(-c2ccc(Cl)cc2)nc1CN1CCCC(C(=O)NCCCN2CCOCC2)C1 (stereo not drawn)
  -11 | -3 | -0.6 | 0 | -6 | -5 | -3.9 | 0.55 | 23*
37. CCc1nccn1S(=O)(=O)c1ccc2ccccc2c1
  -15 | 8 | -0.9 | 7 | 1 | 0 | -2.0 | -0.24 | -0.4
38. O=C(CCNS(=O)(=O)c1cccc2nsnc12)NC1CCCc2ccccc21 (stereo not drawn)
  / | -2 | / | 15 | 9 | / | -1.9 | 0.02 | -0.7
39. O=S(=O)(NC1CCN(Cc2ccccc2)CC1)c1cccc2cccnc12
  -10 | 8 | 0.1 | 5 | -23 | 1 | -6.4 | 0.0054 | -0.4
40. CCC(=O)Nc1ccc2c(c1)nc1n2CCSC1
  10 | 2 | -2.3 | 9 | 14 | 0 | -1.2 | -0.21 | -0.6
41. O=c1/c(=C/c2cccc3ccccc23)sc2ncnn12
  4 | 14 | -0.2 | 13 | 4 | 10 | -2.1 | 3.8* | -0.7
42. CCC(C)(C(=O)Nc1ccc2c(c1)OCCO2)N(C(C)=O)c1ccc(C(N)=O)cc1 (stereo not drawn)
  0 | 5 | -0.9 | 6 | 21 | 6 | -2.1 | -0.13 | -1.1
43. CC(C)=C(NC(=O)c1ccccc1)C(=O)N1CCOCC1
  -8 | 2 | -0.7 | -7 | 10 | 0 | -2.3 | 0.76 | -0.8
44. O=C(CCN1C(=O)C2C3C=CC(C3)C2C1=O)Nc1ccccn1 (stereo not drawn)
  / | 5 | -0.5 | 1 | 16 | 3 | 1.9 | -0.62 | -0.5
45. O=C(Nc1ccccc1OC(F)F)c1ccc(Br)o1
  / | 1 | -1.4 | 1 | 6 | 2 | -1.8 | 1.4 | -0.2
46. COCCSc1nnc(NC(=O)CSc2ccccc2)s1
  -10 | -4 | 0.0 | -2 | 15 | -2 | -3.3 | -0.0094 | -0.3
47. O=C1NC(=O)C(c2ccccc2)(c2ccccc2)N1
  4 | -9 | -4.8 | / | / | / | 1.2 | -0.59 | -0.3
48. CCOc1nc(C)ccc1-c1noc(-c2ccccn2)n1
  5 | 12 | -1.3 | 9 | 10 | 2 | -1.1 | 8* | 0.6
49. CC(=O)Nc1ccc(S(=O)(=O)N2CCN(CC(=O)NC3CCCC3)CC2)cc1
  / | 1 | / | 5 | 22 | / | 0.0 | -0.49 | 0.5
50. Cc1ccc(C)c(NC(=O)CSc2nnc(CSc3nc(C)cc(C)n3)n2Cc2ccco2)c1
  12 | 6 | -0.4 | 3 | 13 | 6 | 1.8 | 0.24 | 1.2
51. CCOC(=O)Cn1c(=O)c2c(nc(Br)n2Cc2ccc(Cl)cc2)n(C)c1=O
  3 | -2 | 1.1 | 0 | 0 | -6 | 0.0 | 0.52 | -0.7
52. O=C(Cn1cc2c(n1)CCCC2)NCCc1ccccc1
  -18 | 2 | 0.1 | -2 | 4 | -4 | -3.3 | -1.2 | -0.3
53. Cn1c(=O)c(=O)n(C)c2cc(S(=O)(=O)Nc3ccc4c(c3)OCCO4)ccc21
  -27 | -3 | -0.6 | 0 | 6 | 4 | -1.5 | -5.7* | -0.2
54. CCN(C#N)c1nc(NC(C)C)nc(NC(C)C)n1
  -10 | 22 | 0.1 | -1 | 21 | -4 | 1.1 | 9.7* | 1.0
